D2 agonist – D2 dopamine receptor (human) agonism; 340,000 compounds, 0.53% hits; activation, % at 2 µM; HEK293 T-REx D2 cells, calcium flux agonist mode;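 active = activation over 3 SD above normal in the single-dose calcium agonist read, cut at about 30% in these data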; also: 0% is about no effect
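Tetracycline-induced HEK293 T-REx cells with force-coupled D2 receptor, plated overnight at 30 C, loaded with no-wash calcium dye. After a 10 s baseline, compound was pin-added and calcium flux read kinetically for 180 s; calcium rises flagged agonists.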
D1 antag – antagonists of human D1 dopamine receptor; 360,000 compounds, 3.2% hits; HEK293 TREx D1 cells, calcium flux, dopamine EC80; active compounds read low; activity change, negative = inhibition, % at 10 µM; P21728; in the data active = activity change below about -30%; also: % is scaled to controls: 0 for no effect and ±100 for the full control effect
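Tetracycline-induced HEK293 T-REx cells with force-coupled D1 receptor were loaded with a no-wash calcium dye. Compound was added after a 10 s baseline and read kinetically for 180 s; EC80 dopamine was then added and calcium flux followed another 180 s.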
D2 potentiator – positively modulates the human D2 dopamine receptor allosterically; potentiation, % at 10 µM; 340,000 compounds, 0.34% hits; HEK293 T-REx D2, calcium flux, EC20 dopamine potentiation; P14416;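 active = potentiation over 3 SD above the plate norm, cut at about 30% in these data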; also: 0% is about no effect
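Tetracycline-induced Hek293 Trex D2 cells, force-coupled to calcium, loaded with no-wash calcium dye. Compound added with 180 s kinetic read for agonism, then EC20 dopamine and a further 180 s read for potentiation.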
RXFP1 antag – RXFP1 (human) relaxin receptor antagonism | Q9HBX9 | HEK293-RXFP1, relaxin-stimulated cAMP HTRF, 30 min; active compounds read low | activity change, negative = inhibition, % at 57.5 µM | 350,000 compounds, 0.59% hits;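 active = activity change of -60% or lower, but not beyond a set lower limit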; also: % is scaled to controls: 0 for no effect and ±100 for the full control effect
Target sequence (Q9HBX9 whole entry, looked up): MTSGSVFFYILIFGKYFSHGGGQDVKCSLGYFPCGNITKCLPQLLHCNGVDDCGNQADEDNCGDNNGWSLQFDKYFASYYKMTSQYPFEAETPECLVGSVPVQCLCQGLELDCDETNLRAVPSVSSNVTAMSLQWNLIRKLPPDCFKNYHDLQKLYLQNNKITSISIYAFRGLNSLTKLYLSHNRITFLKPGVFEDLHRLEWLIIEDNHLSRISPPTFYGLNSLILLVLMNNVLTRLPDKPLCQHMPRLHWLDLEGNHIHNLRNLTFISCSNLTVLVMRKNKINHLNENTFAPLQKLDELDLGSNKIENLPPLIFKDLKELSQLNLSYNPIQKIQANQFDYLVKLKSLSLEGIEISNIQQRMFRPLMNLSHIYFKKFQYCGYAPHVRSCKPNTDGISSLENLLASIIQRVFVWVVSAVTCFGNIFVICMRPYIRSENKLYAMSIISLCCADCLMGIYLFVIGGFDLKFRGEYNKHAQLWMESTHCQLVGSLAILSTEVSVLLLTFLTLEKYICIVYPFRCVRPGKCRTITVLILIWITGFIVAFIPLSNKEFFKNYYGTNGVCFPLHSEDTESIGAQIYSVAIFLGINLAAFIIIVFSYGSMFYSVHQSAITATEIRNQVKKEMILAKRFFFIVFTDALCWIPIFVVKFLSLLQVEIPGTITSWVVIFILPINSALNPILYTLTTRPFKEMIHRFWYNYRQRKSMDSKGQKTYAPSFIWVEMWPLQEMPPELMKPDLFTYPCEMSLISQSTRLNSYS
D1 potentiator – human D1 dopamine receptor positive modulation | P21728 | HEK293 TREx D1 cells, calcium flux, dopamine EC20 potentiation | potentiation, % at 10 µM | 360,000 compounds, 0.036% hits | AID 504651; in the data active = potentiation above about 30%; also: 0% is about no effect
TRHR agonist – agonists of human TRH receptor; 360,000 compounds, 0.18% hits; TRHR cells, calcium flux fluo-8, FDSS agonist mode; P34981; activation, % at 2 µM; also: 0% is about no effect
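Read-out: compound-evoked intracellular calcium rise in TRHR cells, fluo-8 dye, kinetic FDSS fluorescence at 1 s/cycle following a 10-cycle baseline. Cells cultured overnight before dye loading (30 min–1.5 h, RT).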
D1 agonist – agonists of human D1 dopamine receptor; activation, % at 2 µM; 360,000 compounds, 1% hits; P21728; HEK293 T-REx D1 cells, calcium flux, agonist mode; AID 504660; also: 0% is about no effect
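Inducible HEK293 T-REx D1 cells, force-coupled to calcium signalling, were plated at 4000 cells/well with tetracycline and held overnight at 30 C. After no-wash calcium dye loading, compound-evoked calcium rise over 180 s flagged agonists.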
D2 antagonist – antagonizes the human D2 dopamine receptor; P14416; HEK293 TREx D2 cells, calcium flux, dopamine EC80; inhibition, % at 10 µM; 340,000 compounds, 2% hits; AID 485344; in the data active = inhibition above about 30%; also: 0% is about no effect
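Inhibition of EC80 dopamine-driven calcium flux, recorded kinetically, defines activity here; cells are a tetracycline-induced HEK293 T-REx line expressing force-coupled D2.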
TRHR enhancer – TRH receptor (human) allosteric enhancement; TRHR cells, fluo-8 calcium fluorescence, EC20 TRH enhancement; enhancement, % at 2 µM; 360,000 compounds, 0.66% hits; in the data active = enhancement above about 30%; also: 0% is about no effect
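Enhancer read-out: after compound pinning and an initial kinetic agonist-mode read, an EC20 of TRH (10 nM final) was injected and fluo-8 calcium signal (Ex 480/Em 530) followed at 1 s/cycle for 100 cycles in TRHR-expressing cells.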
Active calls of the source: *; x = no result given. Rule as the data show it, unless noted: active = activation above about 30%; inactive = the rest.

mol,D2 agonist,D1 antag,D2 potentiator,RXFP1 antag,D1 potentiator,TRHR agonist,D1 agonist,D2 antagonist,TRHR enhancer
CCC1=C2CC[C@H]3C(=O)N(c4ccccc4)C(=O)[C@H]3[C@H]2[C@@]2(C)C(=NCc3ccccc3)OC(=O)N2C1=O,0.3,-24,7,x,3,-0.1,1,8,4
O=C(NCc1ccccn1)c1ccc(OC2CCN(Cc3ccccc3O)CC2)cc1,1.0,-13,1,-6,-5,0.3,10,11,-3
COC(=O)c1cc(OC)c(OC)cc1NC(=S)N1CCN(C)CC1,1.6,12,-10,-13,0,0.0,2,13,3
Cc1cc(-c2nc3ncccc3o2)ccc1NC(=O)COc1ccccc1C,0.1,-14,15,-4,-1,0.1,2,x,-3
CC1=C(C(=O)NC(C)CCc2ccccc2)C2(CCC(C)CC2)OC1=O (stereo not drawn),0.0,0,x,-7,1,0.1,1,0,-1
O=C(NC1(C(F)(F)F)C(=O)Nc2c1c(=O)[nH]c(=O)n2Cc1ccccc1)c1ccco1 (stereo not drawn),-0.9,1,-4,-6,-4,-0.2,1,6,-1
Cc1nc2c(ccc3nc(NC(=O)Cc4cccc5ccccc45)sc32)s1,0.0,7,-2,x,-5,0.8,0,-25,-3
O=C(CCCN1C(=O)/C(=C/c2ccccc2Cl)SC1=S)N1CCOCC1,-1.4,-22,-6,0,1,-0.5,8,3,-5
CCc1ccc(NC(=O)C2CCCN(S(=O)(=O)c3cccc4nsnc34)C2)cc1 (stereo not drawn),0.3,-19,2,x,3,0.7,3,x,2
O=C(Cn1cc(C(F)(F)F)ccc1=O)NC1CCCC1,0.4,-44*,-12,0,-2,0.2,2,12,-5
O=C(Nc1ccc2nc(-c3ccco3)[nH]c2c1)c1ccco1,0.5,-8,-13,-4,5,0.4,2,-10,-5
Cc1ccc(NC(=O)c2cncc(Br)c2)c(O)c1,-0.1,-1,4,0,-4,0.0,1,2,2
Cc1cc2c3nonc3ccc2n1C,0.1,-34*,-2,3,-3,0.1,2,11,-11
CC(C)Cc1cc(C(=O)N2CCCC(CO)(Cc3ccc(F)cc3)C2)no1 (stereo not drawn),-0.4,10,7,7,0,-0.1,3,-15,0
CC1CCN(C(=S)NC(=O)c2ccc(C(C)(C)C)cc2)CC1,-0.7,8,-12,-1,2,-0.1,2,-20,-1
Cc1ccc(N/C=C(\C2OC(=O)c3ccccc32)[N+](=O)[O-])c(C)c1 (stereo not drawn),-0.4,-9,3,-3,-4,-7.0,4,-9,-3
c1ccc(CCNCCOc2ccccc2)cc1,56*,-53*,-25,-2,-11,0.4,1,48*,16
O=C(COC(=O)COc1ccccc1)Nc1ncc([N+](=O)[O-])s1,0.5,9,13,-1,-8,0.4,6,-30,1
O=[n+]1cc(-c2ccccc2)n([O-])c2c1CCCCC2,0.4,5,-4,23,-4,0.9,2,15,-6
CCOC(=O)C(C(=O)Nc1ccc(C)cc1)C1CCCCC1 (stereo not drawn),-0.4,-4,1,-9,4,-0.1,-1,10,2
CCOc1ccc(-n2c(=O)c3c4c(sc3n(CC(=O)NC(C)CC)c2=O)CCCCC4)cc1 (stereo not drawn),x,-2,10,x,0,0.3,0,x,-2
CCOC(=O)CC(=O)Nc1ccc(C(=O)OCC)cc1,0.4,-13,-1,3,-3,-0.1,0,0,-3
CC(C)(C)c1nnc2sc(SCC(=O)c3cccs3)nn2c1=O,-0.1,1,-12,-5,3,0.6,3,0,-4
CCN(CC)S(=O)(=O)c1ccc(C(=O)Nc2ccc(Cc3ccncc3)cc2)cc1,-2.1,-29,20,-20,-4,-0.5,18,21,-5
CCOc1ccc(NC(=O)c2cc3nc(-c4ccc(OC)cc4)cc(C(F)(F)F)n3n2)cc1,-1.2,-13,28,-4,-4,-3.0,0,x,6
CCCCn1c(N)c(N(CCOC)C(=O)c2cc(=O)[nH]c3ccccc23)c(=O)[nH]c1=O,0.8,-7,-8,-5,x,0.1,7,-18,6
Cc1ccc(NC(=O)N2CCC(C(=O)NCC(C)C)CC2)cc1,-0.5,3,-6,-10,2,0.7,0,-2,-3
Cc1cc2c(s1)c1cnn(Cc3ccc(C(F)(F)F)cc3)c(=O)c1n2C,x,13,x,x,-7,-0.3,2,x,-1
Cc1ccc(NC(=O)CSc2nnc(CNC(=O)c3ccco3)n2C)c(C)c1,-1.2,5,3,-6,5,-0.1,9,-5,0
Cc1ccc(C)c(NC(=O)c2ccc(CN3CC(=O)N4CCCCC4C3=O)cc2)c1 (stereo not drawn),0.5,15,-7,-5,0,0.1,0,x,17
CCCCN(CC)C(=O)c1ccccc1Oc1ccccc1,-1.2,-3,-1,21,-4,-0.7,2,3,-11
COc1cc(C(=O)OC(C)c2ccc(F)cc2)ccc1OCC(=O)N1CCOCC1 (stereo not drawn),1.0,2,-2,0,-1,-1.1,8,5,0
Cc1ccc(OCC(O)Cn2c(N3CCCCC3)nc3c2c(=O)[nH]c(=O)n3C)cc1 (stereo not drawn),0.5,6,-1,-7,-7,-0.8,0,6,4
O=C1CCCC2=C1C(c1ccc(O)c(Br)c1)C1=C(CCCC1=O)N2c1ccccc1,-0.1,-37*,9,-9,1,0.2,9,-13,-5
CC(=O)OCC1OC(n2ncc(=O)n(Cc3ccccc3)c2=O)C(OC(C)=O)C1OC(C)=O (stereo not drawn),0.7,6,1,6,0,0.3,-1,-1,5
O=C(O)c1ccc(COc2ccccc2/C=C2\NC(=O)N(Cc3ccccc3F)C2=O)cc1,x,-12,x,-5,-3,-0.5,5,x,-1
COc1cc(CN2CCCC(CO)(Cc3cccc(Cl)c3)C2)cc(OC)c1O (stereo not drawn),0.7,24,-2,-8,-9,0.5,1,24,-1
CCCSc1nnc(Cn2c(=O)sc3ccccc32)n1-c1ccccc1,0.5,-1,-7,-30,2,0.4,0,-22,-1
NC(=O)CCN1CCN(CCOC2Cc3cc(Cl)ccc3Sc3ccccc32)CC1 (stereo not drawn),0.2,-10,-25,-32,-9,0.2,10,94*,-11
O=S1(=O)N=C2CCCCCN2C(c2ccc(Br)cc2)N1 (stereo not drawn),1.8,7,8,-10,0,0.2,5,9,-3
O=C(Cc1ccccc1)Nc1ccc2oc(-c3ccncc3)nc2c1,-1.6,-19,22,-15,-3,-1.0,1,-14,4
Cc1ccc(C)c(OC2=NS(=O)(=O)c3ccccc32)c1,-1.5,-3,-13,8,-2,-2.4,3,4,-4
CC(=O)Nc1ccc(S(=O)(=O)N2CCN(c3cc(C)nc4ccccc34)CC2)cc1,1.1,4,x,-3,1,0.0,0,-5,4
CC(C)C(NC(=O)C1CCCCC1)C(=O)NCCc1ccccc1 (stereo not drawn),2.0,2,x,2,2,0.0,4,-15,3
Cc1cccc(NC(=O)C2CCN(S(=O)(=O)c3c(C)c(C)cc(C)c3C)CC2)n1,0.5,-9,-10,-79*,5,0.4,1,-12,-4
CCc1cc(=O)[nH]c(SCC(=O)N2CCCC2)n1,0.5,6,-2,10,-6,0.1,1,7,0
Nc1ccc(Sc2nnnn2-c2ccccc2)c(Cl)c1,-0.3,-17,-2,-2,-11,0.3,1,-15,-5
Nc1oc2ccccc2c(=O)c1C=O,0.5,-2,8,1,-6,0.1,3,-2,1
Nc1nonc1-c1noc(N2CCCCC2)n1,x,-5,17,11,-6,-0.5,1,x,5
Cc1ccc(S(=O)(=O)NC(CC(C)C)C(=O)NCc2ccco2)cc1 (stereo not drawn),-0.6,4,8,-9,4,-0.9,3,5,-6

Later entries:
mol,D2 agonist,D1 antag,D2 potentiator,RXFP1 antag,D1 potentiator,TRHR agonist,D1 agonist,D2 antagonist,TRHR enhancer
O=C(Oc1ccccc1)c1cccc(N2C(=O)CCC2=O)c1,-0.1,4,2,7,-2,2.1,2,5,0
O=C1CCc2cc(S(=O)(=O)N3CCCCC3)cc3c2N1CC3,-0.3,-20,-3,22,3,-0.2,0,5,8
COc1ccc(OC)c(NC(=O)COC(=O)/C=C/c2c(C)nn(C3CCS(=O)(=O)C3)c2Cl)c1 (stereo not drawn),-0.5,-20,11,-6,-7,-0.6,17,-15,7
CN(C)S(=O)(=O)c1ccc(Cl)c(NC(=O)CN2C(=O)NC(C)(C3CC3)C2=O)c1 (stereo not drawn),-2.2,-1,2,3,0,-1.4,6,-7,3
COc1ccc(Cl)cc1N(C(C)C(=O)NC1CCCC1)S(C)(=O)=O (stereo not drawn),1.0,x,6,-2,1,-0.4,-2,-15,-5
CCCc1cc(=O)[nH]c(SCC(=O)N2CCN(S(=O)(=O)c3ccc4ccccc4c3)CC2)n1,-0.3,-14,14,21,-8,-0.2,0,-15,1
CN(Cc1ccc(Cl)cc1)C(=O)CNC(=O)C12CC3CC(CC(C3)C1)C2,-0.3,7,3,-26,x,-0.5,9,-10,4
COC(=O)c1scc(C)c1NC(=O)C(Cl)c1ccccc1 (stereo not drawn),-1.3,-12,0,-9,4,0.1,0,-26,-2
NC(=O)c1ccsc1NC(=O)c1ccc2c(c1)CCCC2,0.0,-15,0,x,-3,-0.4,-3,-7,4
CN1CCN(c2ccc([N+](=O)[O-])cc2C(=O)Nc2ccccc2)CC1,2.4,x,-4,0,-2,1.4,-2,25,-4
COc1cc(C(=S)N2CCCC2)cc(OC)c1OC,-0.3,3,-5,1,2,-0.1,1,16,-2
Cc1ccc(-c2noc(-c3nnn(-c4cccc(C(F)(F)F)c4)c3N)n2)cc1,0.6,-4,-6,-11,-4,-0.7,1,x,6
N#Cc1nnn(-c2cc(Cl)cc(Cl)c2)c1N,0.8,9,-7,8,-1,-1.9,1,-11,-3
COc1cccc(CNS(=O)(=O)c2ccc3c(c2)CC(C)N3C(C)=O)c1 (stereo not drawn),-2.0,-35*,1,0,-17,0.6,14,-6,-6

Ordered by molecular weight (lowest first): part of the list above
mol,D2 agonist,D1 antag,D2 potentiator,RXFP1 antag,D1 potentiator,TRHR agonist,D1 agonist,D2 antagonist,TRHR enhancer
COc1cccc(CNS(=O)(=O)c2ccc3c(c2)CC(C)N3C(C)=O)c1 (stereo not drawn),-2.0,-35*,1,0,-17,0.6,14,-6,-6
COc1ccc(Cl)cc1N(C(C)C(=O)NC1CCCC1)S(C)(=O)=O (stereo not drawn),1.0,x,6,-2,1,-0.4,-2,-15,-5
Cc1ccc(-c2noc(-c3nnn(-c4cccc(C(F)(F)F)c4)c3N)n2)cc1,0.6,-4,-6,-11,-4,-0.7,1,x,6

Arranged by value in D1 agonist (ascending): some entries from above.
Structure,D1 agonist
O=C1CCc2cc(S(=O)(=O)N3CCCCC3)cc3c2N1CC3,0
Cc1ccc(-c2noc(-c3nnn(-c4cccc(C(F)(F)F)c4)c3N)n2)cc1,1
CN(Cc1ccc(Cl)cc1)C(=O)CNC(=O)C12CC3CC(CC(C3)C1)C2,9
